Source: PubChem BioAssay
HSF1 activator: HSF-1 activators, primary screen, NIH3T3-HGL cells, MG132 stress, luminescence, single point; NIH3T3-HGL HSF-1 luciferase reporter, 8 h; 100% = twice DMSO control signal; activation, % at 9 µM; actives 1.7% (n = 300,000); AID 504408, 2011;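 active means mean replicate activation of at least 50% with a set share of replicates each reaching 50%; inconclusive means only one of those two conditions met; inactive means mean below 50% and too few replicates reaching it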;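 further: 0% = median of the neutral control wells and 100% = twice that signal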
Platelet DG rel: inhibitors of platelet dense granule secretion, primary screen, cell-based, MLPCN, human platelets | human platelet-rich plasma, SFLLRN dense granule ATP release, luminescence | inhibition, %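 (compounds screened at 7.5 µM in platelet-rich plasma)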 | actives 0.22% (n = 300,000) | AID 1663, 2009;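 active means mean replicate score, as percent of positive control, at or above 50; inconclusive means mean below 50 but at least one replicate at or above 50; inactive means mean and every replicate below 50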
aSyn 5UTR inh: MLPCN primary screen, SNCA 5' untranslated region. AID 1813, 2009. actives 0.82% (n = 300,000). inhibition, % (tested at 7.5 µM). alpha-synuclein 5'UTR reporter, inhibitor activity; in the data active means inhibition above about 60%; inconclusive means no clear call, values can overlap the other calls;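 further: H4 neuroglioblastoma cells stably carrying SNCA 5'UTR luciferase fusion; 0% = DMSO wells and 100% = positive control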
GSK3B inh: human GSK3beta kinase inhibitors, primary screen, biochemical, cell-free homogeneous, HTS; GST-GSK3beta kinase, ADP-Glo luminescence, 60 min; stronger effect = lower value; activity score (negative = inhibition), % at 10 µM; Glycogen synthase kinase-3 beta (Homo sapiens), P49841; actives 0.038% (n = 300,000);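 active means more than half of replicate wells score below -50%, meaning over 50% inhibition versus plate controls; inconclusive means some replicates but at most half score below -50%; inactive means no replicate scores below -50%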;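 further: 0% = median DMSO wells and -100% = median GW8510 positive control wells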
Target sequence (P49841 whole entry, looked up): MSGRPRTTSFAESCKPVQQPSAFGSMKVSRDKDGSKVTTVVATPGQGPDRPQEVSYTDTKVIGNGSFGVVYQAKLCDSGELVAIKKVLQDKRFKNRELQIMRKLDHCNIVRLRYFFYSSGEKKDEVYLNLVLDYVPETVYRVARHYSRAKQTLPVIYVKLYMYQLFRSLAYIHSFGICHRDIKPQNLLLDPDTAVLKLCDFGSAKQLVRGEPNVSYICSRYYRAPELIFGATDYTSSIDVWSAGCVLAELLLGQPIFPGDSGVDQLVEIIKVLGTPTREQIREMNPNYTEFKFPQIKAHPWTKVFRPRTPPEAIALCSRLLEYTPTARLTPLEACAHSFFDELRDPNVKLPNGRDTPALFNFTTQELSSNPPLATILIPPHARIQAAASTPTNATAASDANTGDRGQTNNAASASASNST
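Test system: GST-fused GSK3beta enzyme, cell-free | Quantity: 1.6 ng GST-GSK3beta enzyme per well | Reagent: 25 µM ATP with peptide substrate | Schedule: 60 min enzyme reaction, room temperature | Signal: Luminescent ADP-Glo measurement of ADP formed | Read-out basis: Score relative to plate controls | Control set: DMSO and 20 µM GW8510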
HSP90 refold inh: HSP90 inhibitors, primary screen, cell lysate, luminescence; Heat shock protein HSP 90 (rabbit reticulocyte lysate; luciferase refolding); Rabbit reticulocyte lysate, luciferase refolding luminescence, 3 h; inhibition, % at 5.6 µM; actives 0.91% (n = 290,000);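 active means inhibition above the screen-wide mean plus 3 SD, computed separately per campaign, cut at about 16% in these data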;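 further: 0% = DMSO wells and 100% = 60 µM geldanamycin wells; inhibitors lower the luminescence because luciferase stays unfolded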
Dyrk1A ADPGlo: rat Dyrk1A kinase inhibitors, primary screen, biochemical, single point, plate reader | actives 0.43% (n = 310,000) | ADP-Glo luminescence, NFATc1 peptide | Dual specificity tyrosine-phosphorylation-regulated kinase 1A (Rattus norvegicus), Q63470 | AID 504441, 2011 | inhibition, % at 12.5 µM; in the data active means inhibition above about 50%;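 further: plate controls were vehicle with enzyme for no effect and no enzyme for full effect; many of its hits are not listed in these tables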
KLF5 inhibitor: KLF5 expression inhibitors, primary screen, DLD-1 cells, luminescence. DLD-1 KLF5 promoter-luciferase reporter. inhibition, % at 5 µM. actives 0.23% (n = 290,000);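 active means inhibition above a per-plate limit of that plate's mean compound inhibition plus 3 SD, cut at about 60% in these data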;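 further: 0% = DMSO wells and 100% = LY294002 at 200 µM; higher means less KLF5 promoter-driven luciferase light; inactives centre near -14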
HSF1 inhib: HSF1 inhibitors in luciferase reporter cells, primary screen, cell-based, NIH3T3, luminescence; actives 0.77% (n = 300,000); activity change, negative = inhibition, % at 7.5 µM (by protocol); NIH3T3-HGL HSE-luciferase, MG132-induced, luminescence 8 h; stronger effect = lower value;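 active means more than half of replicate wells show activity change below -50%, luminescence cut by over half; inconclusive means some wells, but at most half, below -50%; inactive means no replicate well below -50%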;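 further: luciferase reports HSF-1 transcriptional activity via heat shock element; 0% = median of DMSO wells and -100% = zero luminescence signal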
IEC-6 tox: cytotoxicity in IEC-6 intestinal epithelial cells, primary screen, cytotoxicity control for KLF5 inhibitor project, cell-based, luminescence; IEC-6 cytotoxicity, luminescence viability; inhibition, % at 5 µM; actives 0.78% (n = 290,000); AID 1825, 2009; in the data active means inhibition above about 22%;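 further: 0% = plate median of test compound wells and 100% = cytotoxic reference compound wells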
GSK3A inh: blockers of GSK3A enzyme activity – biochemical, luminescence, cell-free homogeneous, HTS, primary screen; GSK-3 alpha kinase, ADP-Glo luminescence, 60 min; inhibition, % at 10 µM; actives 0.1% (n = 320,000); AID 2650, 2010;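 in the data active means inhibition above about 50%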;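 further: GST-tagged GSK-3 alpha with peptide substrate and 25 µM ATP; 0% = DMSO neutral wells and 100% = GW8510 positive control wells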
Target sequence (P49840 whole entry, looked up): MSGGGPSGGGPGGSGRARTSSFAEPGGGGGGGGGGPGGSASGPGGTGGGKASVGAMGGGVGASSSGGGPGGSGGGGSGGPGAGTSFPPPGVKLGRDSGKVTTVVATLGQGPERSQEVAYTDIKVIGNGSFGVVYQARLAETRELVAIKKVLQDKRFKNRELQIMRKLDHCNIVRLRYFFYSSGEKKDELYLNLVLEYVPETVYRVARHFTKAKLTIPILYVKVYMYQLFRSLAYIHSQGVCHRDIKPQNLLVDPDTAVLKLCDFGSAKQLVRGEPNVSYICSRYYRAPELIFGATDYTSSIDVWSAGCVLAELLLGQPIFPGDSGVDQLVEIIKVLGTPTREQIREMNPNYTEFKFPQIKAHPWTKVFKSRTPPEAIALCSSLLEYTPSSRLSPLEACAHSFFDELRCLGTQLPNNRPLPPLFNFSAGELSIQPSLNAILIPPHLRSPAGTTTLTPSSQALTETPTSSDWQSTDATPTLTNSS
Active calls of the source: *. This is a subset; the hit share may differ from the screen's.

Results for CCc1nnc(NS(=O)(=O)c2ccc(NC(=O)c3ccc(Cl)cc3)cc2)s1 ?
HSF1 activator: -15; Platelet DG rel: 6; aSyn 5UTR inh: -4; GSK3B inh: -3; HSP90 refold inh: -3; Dyrk1A ADPGlo: 13; KLF5 inhibitor: -21; HSF1 inhib: -2; IEC-6 tox: -6; GSK3A inh: -9

Results for CCN(CC)c1ccc(N2C(=O)/C(=C/c3ccccn3)SC2=S)cc1 ?
HSF1 activator: -7; Platelet DG rel: 2; aSyn 5UTR inh: -7; GSK3B inh: 2; HSP90 refold inh: 4; Dyrk1A ADPGlo: 4; KLF5 inhibitor: -5; HSF1 inhib: -5; IEC-6 tox: 1; GSK3A inh: 0

What do the screens show for `CC1(C)CC(=O)c2cc(OCC(=O)NCC3CCCO3)ccc2O1` (stereo unspecified)?
HSF1 activator: 6; Platelet DG rel: 3; aSyn 5UTR inh: -34; GSK3B inh: -2; HSP90 refold inh: 0; Dyrk1A ADPGlo: -1; KLF5 inhibitor: -4; HSF1 inhib: -2; IEC-6 tox: 4; GSK3A inh: -2

How did CC(SC1=NCCN1S(=O)(=O)c1ccccc1)c1ccccc1 (stereo unspecified) do in these assays?
HSF1 activator: 3; Platelet DG rel: -12; aSyn 5UTR inh: 2; GSK3B inh: 0; HSP90 refold inh: 1; Dyrk1A ADPGlo: 0; KLF5 inhibitor: -8; HSF1 inhib: 0; IEC-6 tox: -4; GSK3A inh: -5

How did O=C(O)[C@@H]1CCCN1S(=O)(=O)c1cccc(S(=O)(=O)N2CCC[C@H]2C(=O)O)c1 do in these assays?
HSF1 activator: 2; Platelet DG rel: -6; aSyn 5UTR inh: 2; GSK3B inh: 0; HSP90 refold inh: -4; Dyrk1A ADPGlo: 4; KLF5 inhibitor: -21; HSF1 inhib: -4; IEC-6 tox: 1; GSK3A inh: 4

How did O=C(Nc1ccc(F)cc1F)c1cc(-c2ccco2)on1 do in these assays?
HSF1 activator: 14; Platelet DG rel: 14; aSyn 5UTR inh: 3; GSK3B inh: -1; HSP90 refold inh: 0; Dyrk1A ADPGlo: 12; KLF5 inhibitor: -9; HSF1 inhib: 3; IEC-6 tox: 2; GSK3A inh: 0

What do the screens show for `CC1CCCC(NC(=O)CCNC(=O)c2ccc(Br)cc2)C1C` (stereo unspecified)?
HSF1 activator: -5; Platelet DG rel: -1; aSyn 5UTR inh: -1; GSK3B inh: -1; Dyrk1A ADPGlo: -1; HSF1 inhib: 8; GSK3A inh: -1

How did CCc1noc(C)c1C(=O)Nc1nc(-c2ccc(NC(C)=O)cc2)cs1 do in these assays?
HSF1 activator: 9; Platelet DG rel: -1; aSyn 5UTR inh: 0; GSK3B inh: 6; Dyrk1A ADPGlo: -4; HSF1 inhib: -3; GSK3A inh: 0

Results for COc1ccccc1C(=O)N/N=C/c1ccc2c(c1)OCO2 ?
HSF1 activator: inconclusive; Platelet DG rel: 13; aSyn 5UTR inh: -173; GSK3B inh: 0; HSP90 refold inh: 0; Dyrk1A ADPGlo: -1; KLF5 inhibitor: -45; HSF1 inhib: 29; IEC-6 tox: 0; GSK3A inh: 2

How did O=C1CSC(c2cccnc2)N1C1CCCCC1 (stereo unspecified) do in these assays?
HSF1 activator: -4; Platelet DG rel: 3; aSyn 5UTR inh: -4; GSK3B inh: 1; HSP90 refold inh: 1; Dyrk1A ADPGlo: 1; KLF5 inhibitor: -5; HSF1 inhib: -1; IEC-6 tox: 6; GSK3A inh: -2

How did COc1ccc(NC(=O)N2CCc3ccccc3C2)cc1OC do in these assays?
HSF1 activator: -2; Platelet DG rel: -1; aSyn 5UTR inh: -10; GSK3B inh: 1; HSP90 refold inh: 1; Dyrk1A ADPGlo: 5; KLF5 inhibitor: -20; HSF1 inhib: 3; IEC-6 tox: 8; GSK3A inh: 1

How did Cc1ccc(NC(=O)CSCc2ccco2)cc1 do in these assays?
HSF1 activator: 48; Platelet DG rel: 1; aSyn 5UTR inh: -130; GSK3B inh: -3; HSP90 refold inh: -2; Dyrk1A ADPGlo: 1; KLF5 inhibitor: -121; HSF1 inhib: 26; IEC-6 tox: -3

What do the screens show for `COc1cc(NC(=O)CSc2nnc(C)s2)cc(OC)c1OC`?
HSF1 activator: 3; Platelet DG rel: -1; aSyn 5UTR inh: -18; GSK3B inh: 1; HSP90 refold inh: -2; Dyrk1A ADPGlo: -9; KLF5 inhibitor: -10; HSF1 inhib: -3; IEC-6 tox: 2; GSK3A inh: 1

How did COCCn1c(SCC(=O)NC2CCCC2)nc2c(c1=O)SCC2 do in these assays?
HSF1 activator: -4; Platelet DG rel: 1; aSyn 5UTR inh: -28; GSK3B inh: -1; HSP90 refold inh: 0; Dyrk1A ADPGlo: -1; KLF5 inhibitor: -30; HSF1 inhib: -3; IEC-6 tox: 2; GSK3A inh: -2

How did Cc1ccc(C(=O)CSc2nnc(COc3cccc4cccnc34)o2)cc1 do in these assays?
HSF1 activator: 9; Platelet DG rel: -3; aSyn 5UTR inh: 30; GSK3B inh: 2; HSP90 refold inh: 3; Dyrk1A ADPGlo: 9; KLF5 inhibitor: -10; HSF1 inhib: -1; IEC-6 tox: 7; GSK3A inh: -1

How did CCOC(=O)N1CCC(NC(=O)c2cc(C)c3c(C)nn(-c4ccccc4)c3n2)CC1 do in these assays?
HSF1 activator: 1; Platelet DG rel: -9; aSyn 5UTR inh: 25; GSK3B inh: -2; HSP90 refold inh: 2; Dyrk1A ADPGlo: -2; KLF5 inhibitor: -7; HSF1 inhib: 6; IEC-6 tox: 4; GSK3A inh: 0

What do the screens show for `COc1ccc(N2CCN(CC(=O)Nc3ccc(C)cc3)CC2)cc1`?
HSF1 activator: 7; Platelet DG rel: 3; aSyn 5UTR inh: 3; GSK3B inh: 2; HSP90 refold inh: -1; Dyrk1A ADPGlo: 1; KLF5 inhibitor: -31; HSF1 inhib: -3; IEC-6 tox: 2; GSK3A inh: -5

Results for CCOC(=O)C(=Cc1ccc(OCc2ccc([N+](=O)[O-])cc2)c(OC)c1)C(=O)OCC ?
HSF1 activator: 77*; Platelet DG rel: 24; aSyn 5UTR inh: -267; GSK3B inh: 1; HSP90 refold inh: 1; Dyrk1A ADPGlo: -5; KLF5 inhibitor: -21; HSF1 inhib: 40; IEC-6 tox: 4; GSK3A inh: -4

What do the screens show for `Cc1nn(-c2cccc(Cl)c2)c2c1C(c1cccnc1)C(C#N)=C(N)O2` (stereo unspecified)?
HSF1 activator: 18; Platelet DG rel: 2; aSyn 5UTR inh: 2; GSK3B inh: 1; HSP90 refold inh: 6; Dyrk1A ADPGlo: 4; KLF5 inhibitor: -4; HSF1 inhib: 13; IEC-6 tox: -5; GSK3A inh: 0

What do the screens show for `Cn1c(SCc2nc(-c3ccc(Cl)cc3)no2)nnc1-c1ccco1`?
HSF1 activator: 6; Platelet DG rel: 9; aSyn 5UTR inh: -5; GSK3B inh: -1; HSP90 refold inh: -3; Dyrk1A ADPGlo: 6; KLF5 inhibitor: -61; HSF1 inhib: 5; IEC-6 tox: -2; GSK3A inh: -3

Results for CC(/C=C/c1ccc2c(c1)OCO2)=N\NC(=O)C(O)c1ccccc1 (stereo unspecified) ?
HSF1 activator: -7; Platelet DG rel: -40; aSyn 5UTR inh: -30; GSK3B inh: 2; HSP90 refold inh: 1; Dyrk1A ADPGlo: -7; KLF5 inhibitor: -18; HSF1 inhib: -1; IEC-6 tox: -2; GSK3A inh: -2

How did O=C(CN1CC(=O)Oc2ccccc21)NCc1ccco1 do in these assays?
HSF1 activator: 5; Platelet DG rel: -14; aSyn 5UTR inh: -97; GSK3B inh: 0; HSP90 refold inh: -2; Dyrk1A ADPGlo: 5; KLF5 inhibitor: -2; HSF1 inhib: 5; IEC-6 tox: 10; GSK3A inh: -5

Results for N#Cc1cc(Br)ccc1N=C1CCCN1c1ccccc1 ?
HSF1 activator: 8; Platelet DG rel: 7; aSyn 5UTR inh: -6; GSK3B inh: 0; HSP90 refold inh: 3; Dyrk1A ADPGlo: 2; KLF5 inhibitor: 5; HSF1 inhib: -2; IEC-6 tox: 4; GSK3A inh: -9

Results for CCOc1ccc(N(CC(=O)NCCc2ccc(OC)cc2)S(C)(=O)=O)cc1 ?
HSF1 activator: 24; Platelet DG rel: -8; aSyn 5UTR inh: -23; GSK3B inh: 3; HSP90 refold inh: -1; Dyrk1A ADPGlo: 5; KLF5 inhibitor: -2; HSF1 inhib: 6; IEC-6 tox: -2; GSK3A inh: 1

What do the screens show for `O=C(N/N=C/c1ccccc1Cl)C1CC1`?
HSF1 activator: -10; Platelet DG rel: 5; aSyn 5UTR inh: -10; GSK3B inh: -1; HSP90 refold inh: 2; Dyrk1A ADPGlo: 6; KLF5 inhibitor: -24; HSF1 inhib: 0; IEC-6 tox: 9; GSK3A inh: -1

Results for O=C(/C=C/c1ccc(S(=O)(=O)N2CCOCC2)cc1)NCc1ccccc1Cl ?
HSF1 activator: -11; Platelet DG rel: 5; aSyn 5UTR inh: 3; GSK3B inh: 2; HSP90 refold inh: -3; Dyrk1A ADPGlo: -4; KLF5 inhibitor: -5; HSF1 inhib: 2; IEC-6 tox: 2; GSK3A inh: -1

What do the screens show for `CN(C)c1ccc(C(CNS(=O)(=O)c2ccc([N+](=O)[O-])cc2)N2CCOCC2)cc1` (stereo unspecified)?
HSF1 activator: -11; Platelet DG rel: 3; aSyn 5UTR inh: 5; GSK3B inh: -8; Dyrk1A ADPGlo: -10; HSF1 inhib: -3; GSK3A inh: 1

How did COc1cc(C(=S)N2CCOCC2)ccc1OS(=O)(=O)c1ccc(Cl)cc1 do in these assays?
HSF1 activator: 11; Platelet DG rel: 1; aSyn 5UTR inh: -12; GSK3B inh: 3; HSP90 refold inh: -4; Dyrk1A ADPGlo: -4; KLF5 inhibitor: -52; HSF1 inhib: -4; IEC-6 tox: -6; GSK3A inh: -2

Results for O=C(COc1ncnc2c(Cl)cc(Cl)cc12)Nc1cc([N+](=O)[O-])ccc1Cl ?
HSF1 activator: -22; Platelet DG rel: -1; aSyn 5UTR inh: 6; GSK3B inh: 0; HSP90 refold inh: -3; Dyrk1A ADPGlo: -4; KLF5 inhibitor: -2; HSF1 inhib: -3; IEC-6 tox: 2; GSK3A inh: -1

What do the screens show for `O=C(c1ccccc1)c1ccc(OCC(=O)N2CCOCC2)cc1`?
HSF1 activator: 15; Platelet DG rel: 3; aSyn 5UTR inh: -23; GSK3B inh: 3; HSP90 refold inh: -3; Dyrk1A ADPGlo: -2; KLF5 inhibitor: -29; HSF1 inhib: 10; IEC-6 tox: -6; GSK3A inh: 0
